# M1 PAM parental – nonselective calcium activators in parental CHO-K1 cells, primary screen, counter-screen for M1 PAM project, cell-based, Fluo-8 calcium fluorescence, full deck, 1536-well. ATP EC20; 0% at ATP EC20, 100% at ATP max. activation, % at 3 µM. hit rate 0.02% among 360,000. AID 602247, 2012;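 active means activation above the run cutoff, the mean activation of all test compounds plus 3 SD, cut at about 40% in these data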;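 further: peak over basal fluorescence ratio in a 140 s read after ATP addition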
# GPR7 antagonist – GPR7 receptor antagonists, primary screen, cell-based, fluorescence, single concentration; Neuropeptides B/W receptor type 1 (Homo sapiens), P48145; GPR7-expressing cells, fluorescence antagonist assay; inhibition, % at 4.4 µM; hit rate 1.1% among 290,000; in the data active means inhibition above about 16%, passing the limit was not always enough;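 further: cells stimulated with the agonist NPW; 0% = agonist with vehicle and 100% = vehicle without agonist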
# Target sequence (P48145 whole entry, looked up): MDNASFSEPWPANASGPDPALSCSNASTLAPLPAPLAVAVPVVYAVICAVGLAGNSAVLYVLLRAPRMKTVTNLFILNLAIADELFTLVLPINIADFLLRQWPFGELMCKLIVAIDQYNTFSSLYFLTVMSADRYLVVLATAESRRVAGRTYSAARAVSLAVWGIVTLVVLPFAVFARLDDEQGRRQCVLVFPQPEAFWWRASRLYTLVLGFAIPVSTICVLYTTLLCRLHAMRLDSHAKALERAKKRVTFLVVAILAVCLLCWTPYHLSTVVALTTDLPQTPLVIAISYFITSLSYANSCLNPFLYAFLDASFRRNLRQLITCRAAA
# CHO-K1 Ca ag – counter-screen for M1 agonists: effect in parental CHO-K1 cells; hit rate 0.48% among 360,000; Fluo-8 calcium fluorescence; scaled to maximal ATP response, vehicle zero; activation, % at 3 µM; in the data active means activation above about 15%;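 further: untransfected CHO-K1 host cells lacking M1 receptor as counterscreen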
# OXTR agonist – human OXTR agonists, primary screen, fluorescence, CHO-OTR cells, Fluo-8 calcium; Fluo-8 calcium fluorescence; normalized: DMSO 0%, oxytocin 100%; AID 2435, 2010; activation, % at 3 µM; hit rate 0.32% among 320,000; Oxytocin receptor (Homo sapiens), P30559;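 active means activation above the mean of all tested compounds plus 3 SD, cutoff set per screening run, cut at about 20% in these data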;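 further: peak over basal fluorescence ratio from a 100 s FLIPR kinetic read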
# CHO parental Ca – ATP-evoked calcium signal inhibitors, parental CHO, primary screen, counter-screen for OX1R antagonist project, cell-based, fluorescence, Fluo-8 calcium dye | parental CHO-K1, ATP-induced calcium, Fluo-8 fluorescence | inhibition, % at 5.6 µM | hit rate 0.63% among 330,000;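 active means inhibition above that plate's mean sample inhibition plus 3 SD, cut at about 26% in these data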;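 further: 0% = ATP-challenged DMSO wells and 100% = DMSO wells without ATP; some compounds past the cut are filed as inactive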
#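 Material: parental CHO cells / Compound: single nominal dose of 5.6 µM per compound / Signal: Fluo-8 fluorescence / Replicates: singlicate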
# TAAR1 antagonist – human TAAR1 antagonists, primary screen, Fluo-8 calcium fluorescence, CHO RD-HGA16 cells; inhibition, % at 3 µM; Trace amine-associated receptor 1 (Homo sapiens), Q96RJ0; hit rate 1.5% among 360,000; antagonist;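 active means inhibition above a per-plate cutoff, the mean inhibition of test compounds on that plate plus 3 SD, cut at about 49% in these data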;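 further: 0% = DMSO plus EC80 beta-PEA response and 100% = DMSO alone without agonist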
# Target sequence (Q96RJ0 whole entry, looked up): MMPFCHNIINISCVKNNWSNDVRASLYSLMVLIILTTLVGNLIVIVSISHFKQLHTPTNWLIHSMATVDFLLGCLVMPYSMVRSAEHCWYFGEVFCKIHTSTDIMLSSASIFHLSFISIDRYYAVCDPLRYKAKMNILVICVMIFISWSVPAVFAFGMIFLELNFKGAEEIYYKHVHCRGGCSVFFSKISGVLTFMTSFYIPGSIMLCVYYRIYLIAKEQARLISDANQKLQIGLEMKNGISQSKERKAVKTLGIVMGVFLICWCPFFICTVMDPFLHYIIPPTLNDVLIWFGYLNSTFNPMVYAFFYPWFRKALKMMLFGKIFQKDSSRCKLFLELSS
#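 System: RD-HGA16 CHO cells with stable hTAAR1 and Gα16 | Probe or stimulus: EC80 β-phenethylamine stimulus | Dosing: 3 µM, single point | Times: Dye loading 75 min at 37 °C, then 30 min room temperature | Measured by: Fluo-8 calcium-sensitive fluorescence | Read-out basis: % inhibition of agonist calcium response | Replicates: n of 1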
# OXTR potentiate – human OXTR potentiators, primary screen, fluorescence, CHO-OTR cells, Fluo-8 calcium. Oxytocin receptor (Homo sapiens), P30559. Fluo-8 calcium fluorescence, potentiator mode; 0% = oxytocin EC15, 100% = EC100. activation, % at 3 µM. hit rate 0.061% among 320,000;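 active means activation above that plate's cutoff, the mean activation of tested compounds plus 3 SD, cut at about 6.6% in these data, passing the limit was not always enough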;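 further: 100% uses oxytocin at 75 nM as the full agonist control; some results filed as inactive read as strong as hits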
#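 System: human OTR in CHO cells / Also added: sub-maximal oxytocin, roughly EC15 / Control set: EC15 oxytocin low, 75 nM oxytocin high / Schedule: 6 min compound pre-incubation at room temperature, 100 s kinetic read / Compound: single-point 3.0 µM / Replication: singlicate / Technique: Fluo-8 calcium dye fluorescence / Read-out basis: % activation of max/min ratio relative to oxytocin controls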
# CHO-K1 Ca antag – M1 antagonist counterscreen hit in parental CHO-K1 cells; inhibition, % at 3 µM; ATP-induced calcium, Fluo-8 fluorescence; hit rate 0.6% among 360,000;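 active means inhibition above a per-plate cutoff, the plate's mean sample inhibition plus 3 SD, cut at about 24% in these data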;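 further: 0% = DMSO plus EC80 ATP and 100% = DMSO alone without ATP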
# V1aR counter – agonists of human V1a receptor, primary screen, counter-screen for OXTR agonist project, fluorescence, CHO-V1R cells. Fluo-8 calcium fluorescence, agonist mode; 0% DMSO, 100% 3 nM vasopressin. activation, % at 3 µM. hit rate 0.25% among 320,000. AID 2797, 2010;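 active means activation above the mean activation of all tested compounds plus 3 SD, per screening run, cut at about 20% in these data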;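 further: signal is peak over basal fluorescence ratio across a 100 second FLIPR read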
# Target sequence (P37288 whole entry, looked up): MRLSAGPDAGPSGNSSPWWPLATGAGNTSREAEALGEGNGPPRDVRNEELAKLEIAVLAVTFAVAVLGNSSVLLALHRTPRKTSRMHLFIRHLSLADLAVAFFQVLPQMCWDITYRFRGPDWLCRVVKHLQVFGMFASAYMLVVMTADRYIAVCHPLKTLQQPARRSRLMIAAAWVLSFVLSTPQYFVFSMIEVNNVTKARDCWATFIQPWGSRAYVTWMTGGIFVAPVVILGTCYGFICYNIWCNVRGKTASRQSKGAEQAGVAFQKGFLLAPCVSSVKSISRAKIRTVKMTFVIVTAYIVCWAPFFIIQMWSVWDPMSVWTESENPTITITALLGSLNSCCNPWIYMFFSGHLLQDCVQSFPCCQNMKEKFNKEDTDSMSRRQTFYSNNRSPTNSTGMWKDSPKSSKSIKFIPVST
# * hit, by the source's call; / = no result given.
SMILES,M1 PAM parental,GPR7 antagonist,CHO-K1 Ca ag,OXTR agonist,CHO parental Ca,TAAR1 antagonist,OXTR potentiate,CHO-K1 Ca antag,V1aR counter
CCSc1ccccc1C(=O)N1CCN(Cc2ccc3c(c2)OCO3)CC1,15,-7,1.4,-0.3,-20,8,-5,-10,-0.8
CC(=O)c1ccc(NC(=O)N[C@@H](Cc2ccccc2)C(=O)O)cc1,13,-9,0.5,-0.1,-10,1,0,-28,0.1
COc1cccc2c(SCC(=O)N/N=C/c3ccc(O)c(O)c3)cc(C)nc12,15,-1,3.3,-1.2,-9,-3,-21,-21,2.0
Cc1ccc(CNC(=O)[C@H]2O[C@@H](n3ccc(N)nc3=O)[C@H](O)[C@@H]2O)o1,13,/,0.2,/,/,-6,/,0,/
Oc1ccccc1/C=N/NC1=NCCCCC1,21,-16,1.8,1.4,-3,12,-7,-17,0.5
CN(CC(=O)Nc1cccc(F)c1)C(=O)c1ccccc1-n1cnnn1,8,/,0.6,/,/,-6,/,2,/
Fc1ccccc1CN1CCCC(NC2CCC2)C1 (stereo unspecified),7,-25,-0.3,-1.4,-12,-16,-7,-10,-0.5
COc1ccccc1/C=C(\C#N)C(=O)c1cccn1C,-12,15,0.0,1.2,-15,0,-5,-8,0.2
S=c1[nH]c2cnccc2n1Cc1ccccc1,-8,-8,0.5,1.5,-6,-9,-17,-1,2.6
Cc1ccc(-n2c(SCC(=O)NCc3cccs3)nnc2-c2ccoc2C)cc1,8,-10,-0.3,-1.6,-21,9,-5,1,-2.1
COc1cccc(C2C(C#N)=C(N)OC3=C2C(=O)CCC3)c1OC(=O)c1ccco1 (stereo unspecified),-8,-3,-0.2,0.3,3,7,-11,22,-0.1
Cc1sc2ncnc(N3CCC(C(=O)Oc4cccc(Cl)c4Cl)CC3)c2c1C,-1,-1,3.4,0.2,-16,-17,-6,-2,1.4
CSc1ccc(C2NC(=O)CCC2[N+](=O)[O-])cc1 (stereo unspecified),-6,-6,0.1,/,/,-9,/,-2,/
O=C1C2CCCN2C(=O)N1CCN1CCN(CCO)CC1 (stereo unspecified),22,9,0.1,-0.8,7,3,0,-6,0.9
O=C(CSc1cn(CCNC(=O)c2ccccc2F)c2ccccc12)NCC1CCCO1 (stereo unspecified),-21,-9,3.0,1.7,-22,-15,-11,12,2.8
COc1cccc(-c2cccc3c2NC(=O)C3(C)Cc2ccccc2F)c1 (stereo unspecified),17,/,0.1,/,/,-2,/,-5,/
COC(=O)c1c(NC(C)=O)sc2c1CCN(Cc1ccccc1)C2,16,-5,0.7,0.7,-16,-18,-8,-2,0.5
CC(=O)c1cccc(S(=O)(=O)N2CCC(C(=O)N(C)Cc3ccc(Cl)s3)CC2)c1,3,/,4.0,1.1,-8,10,-11,-11,3.6
Cc1cc(C)n2nc(SCC(=O)NC3CCCC(C)C3C)nc2n1 (stereo unspecified),-9,-3,0.4,-0.3,-2,-6,-7,2,2.1
CCOc1ccc(NCC(=O)N/N=C/C=C/c2ccccc2)cc1,14,4,0.1,-0.3,-6,-8,2,-6,0.0
CC(=O)NCCc1nc2cc(NC(=O)COc3ccc(C)cc3)ccc2n1C,9,-9,1.0,0.5,-6,7,-8,-15,0.3
Cc1cccc(C)c1NC(=O)CN(C)C(=O)C1CC1C (stereo unspecified),-15,/,0.1,-0.2,-3,-2,-4,5,0.2
O=C(/C=C/[C@H]1O[C@@H](n2cnc3c(NC(=O)c4ccccc4)ncnc32)[C@H](O)[C@@H]1O)NCC(c1ccccc1)c1ccccc1,-4,/,3.4,/,/,16,/,-12,/
COc1cc(/C=C/c2ccc3c([N+](=O)[O-])cccc3n2)ccc1OCC(=O)O,28,-7,0.1,0.2,-1,0,-1,-9,-0.9
Cc1nn2c(NCc3cccnc3)c3c(nc2c1-c1ccccc1)CCC3,-1,-12,0.8,-2.7,-27,-33,-16,-9,-2.4
COc1ccc(C2=NOC3(CC(=O)N(c4ccc(F)cc4)C3=O)C2)c(OC)c1 (stereo unspecified),-12,3,-0.6,0.8,2,-13,-1,8,1.1
CCc1cc2cc(C(=O)N3CCN(Cc4ccccc4)CC3)sc2s1,8,28*,-0.2,-1.9,2,0,-3,0,-0.4
Cc1cc(NC(=O)/C=C/C(=O)N(CC(=O)NC2CCCC2)c2cccc3ccccc23)no1,-4,2,0.3,1.1,-22,-28,-20,3,2.1
O=C(Nc1ccc2c(c1)OCO2)c1cc(C2CCCCN2C(=O)OCCF)on1 (stereo unspecified),1,/,1.3,/,/,-3,/,2,/
Cc1ccc(S(=O)(=O)Nc2ccc(C(=O)OCC(=O)N(CCC#N)c3ccccc3)cc2)cc1C,19,11,1.4,0.3,8,-9,-8,-4,1.1
CCC(=O)Nc1cccc(C2=NOC3(C2)C[C@@H](C(N)=O)N(C(=O)CC)C3)c1 (stereo partly specified),5,/,0.5,0.7,-4,3,4,0,2.0
COc1ccc(OC)c(NC(=O)CSc2nc(N)c(-c3ccccc3)c(=O)[nH]2)c1,13,-9,0.3,-0.1,-8,4,-8,-1,-1.1
CCC1CCCCN1C(=O)COC(=O)c1cncc(Br)c1 (stereo unspecified),-4,/,-0.2,/,/,-21,/,-8,/
COc1ccc(S(=O)(=O)N2CCC(C(=O)Oc3ccc(C)cc3)CC2)cc1OC,-10,/,0.6,-0.2,-14,-4,-2,-6,2.0
COc1cc(C(=O)NS(=O)(=O)c2ccccc2C)ccc1Cc1cn(C)c2ccc(NC(=O)OC3CCCC3)cc12,/,-12,/,3.4,0,/,-5,/,4.0
COc1cc2oc(=O)cc(C)c2c(OC)c1OC,-11,-3,-0.1,0.1,-9,8,3,16,-0.3
O=C(c1ccc(F)cc1)N1C2CCC1CC(O)(c1ccc(F)cc1)C2 (stereo unspecified),1,-4,0.3,-0.4,-11,-7,-1,-12,0.2
O=C(c1cc2cc(Cl)ccc2[nH]1)N1CCCCC1,8,-6,1.3,0.0,-12,-5,-9,3,3.7
CCOC(=O)N1CCN(S(=O)(=O)c2ccc(C(=O)Nc3nnc(CSC)o3)cc2)CC1,16,-6,0.4,-0.7,-6,-1,-2,-5,-0.2
COc1cc(/C=N/Nc2nc3ccccc3[nH]c2=O)ccc1O,-15,-5,-0.4,-2.0,-12,-11,-3,23,-0.4

# A draw from above in order of length of the SMILES, smallest number first:
SMILES,M1 PAM parental,GPR7 antagonist,CHO-K1 Ca ag,OXTR agonist,CHO parental Ca,TAAR1 antagonist,OXTR potentiate,CHO-K1 Ca antag,V1aR counter
COc1cc2oc(=O)cc(C)c2c(OC)c1OC,-11,-3,-0.1,0.1,-9,8,3,16,-0.3
O=C(c1cc2cc(Cl)ccc2[nH]1)N1CCCCC1,8,-6,1.3,0.0,-12,-5,-9,3,3.7
COc1cc(/C=N/Nc2nc3ccccc3[nH]c2=O)ccc1O,-15,-5,-0.4,-2.0,-12,-11,-3,23,-0.4
O=C(c1ccc(F)cc1)N1C2CCC1CC(O)(c1ccc(F)cc1)C2 (stereo unspecified),1,-4,0.3,-0.4,-11,-7,-1,-12,0.2
O=C(Nc1ccc2c(c1)OCO2)c1cc(C2CCCCN2C(=O)OCCF)on1 (stereo unspecified),1,/,1.3,/,/,-3,/,2,/
COc1ccc(S(=O)(=O)N2CCC(C(=O)Oc3ccc(C)cc3)CC2)cc1OC,-10,/,0.6,-0.2,-14,-4,-2,-6,2.0
CCOC(=O)N1CCN(S(=O)(=O)c2ccc(C(=O)Nc3nnc(CSC)o3)cc2)CC1,16,-6,0.4,-0.7,-6,-1,-2,-5,-0.2
CCC(=O)Nc1cccc(C2=NOC3(C2)C[C@@H](C(N)=O)N(C(=O)CC)C3)c1 (stereo partly specified),5,/,0.5,0.7,-4,3,4,0,2.0
Cc1cc(NC(=O)/C=C/C(=O)N(CC(=O)NC2CCCC2)c2cccc3ccccc23)no1,-4,2,0.3,1.1,-22,-28,-20,3,2.1
Cc1ccc(S(=O)(=O)Nc2ccc(C(=O)OCC(=O)N(CCC#N)c3ccccc3)cc2)cc1C,19,11,1.4,0.3,8,-9,-8,-4,1.1

# (more compounds)
SMILES,M1 PAM parental,GPR7 antagonist,CHO-K1 Ca ag,OXTR agonist,CHO parental Ca,TAAR1 antagonist,OXTR potentiate,CHO-K1 Ca antag,V1aR counter
N#Cc1ccc(C(=O)OCC(=O)NC2CCCC2)cc1,8,-14,-0.3,-0.2,5,17,-13,0,0.0
CCOP(=O)(OCC)c1nc(-c2cccc3ccccc23)oc1NCc1ccc(OC)cc1,7,-10,0.8,-0.4,-27,-10,-3,-14,-0.3
O=C(Nc1ccc2oc(=O)ccc2c1)c1cccnc1,18,-4,0.6,0.4,5,-17,-2,-5,0.1
O=C(Nc1nccs1)c1ccc(COc2c(F)c(F)cc(F)c2F)o1,-4,/,0.2,-1.4,-8,1,0,-13,-0.1
N#Cc1c2n(c3c(=O)n(CC(=O)c4ccc([N+](=O)[O-])cc4)cnc13)CCCCC2,-5,-18,0.3,1.0,-16,-7,1,-8,1.4
CC(C)(C)OC(=O)N1CCC[C@H]1c1nnc(SC/C=C/c2ccccc2)o1,9,-13,3.5,-1.3,-13,21,-9,3,1.2
COCCSc1nc2c(c(=O)[nH]c(=O)n2C)n1CCCc1ccccc1,10,-17,1.0,-0.2,8,-1,-6,-11,0.2
CCc1nnc(NS(=O)(=O)c2ccc(N/C=C\C(=O)c3ccc(C)cc3)cc2)s1,13,-6,0.1,-0.8,1,14,-10,-7,2.0
CCCC(=O)Nc1ccc(NC(=O)c2cccc(OC)c2)cn1,-6,-8,0.6,0.0,-12,2,-11,2,1.2
Cc1cc(NC(=O)CCC(=O)N(Cc2ccco2)C(C(=O)NC2CCCCC2)c2ccccc2)no1 (stereo unspecified),5,-4,1.1,-2.5,-21,11,-4,11,-0.6
COc1cccc2sc(N(CCCN(C)C)C(=O)COc3ccc(Cl)cc3)nc12,15,1,4.0,7.4,-27,11,-3,-5,1.0
COc1ccc(/C=N/OCC(=O)N=Nc2c(O)[nH]c3ccc(Br)cc23)cc1,-1,-10,-0.3,0.6,-10,41,-7,2,0.1
CCC1CCCCN1C(=O)c1sc2ncnc(N(CC)CC)c2c1C (stereo unspecified),13,0,3.1,0.0,-9,10,-13,-1,1.4
C=CCN1C(c2ccccc2)=CS/C1=C(/C#N)c1nnc(N2CCOCC2)n1-c1ccccc1,7,-3,2.4,-0.8,-23,14,-17,-7,0.0

# High-throughput results deposited in PubChem by The Scripps Research Institute Molecular Screening Center.

# Not a hit list. About 3.5% of those tested had a hit in this group.
